BAP1 block: blocks human BAP1 ubiquitin-AMC hydrolysis; Q92560; recombinant BAP1, Ub-AMC hydrolysis fluorescence kinetic; active compounds read low; activity remaining (% of control), % at 20 µM; 72,000 compounds, 0.48% hits; AID 436;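 active means activity remaining at or below 50% of control, provided the compound also passes the data quality filters; inactive means the rest, including low values that fail the filters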;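 further: 100% = DMSO wells rate and 0% = substrate alone blank rate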
Target sequence (Q92560 whole entry, looked up): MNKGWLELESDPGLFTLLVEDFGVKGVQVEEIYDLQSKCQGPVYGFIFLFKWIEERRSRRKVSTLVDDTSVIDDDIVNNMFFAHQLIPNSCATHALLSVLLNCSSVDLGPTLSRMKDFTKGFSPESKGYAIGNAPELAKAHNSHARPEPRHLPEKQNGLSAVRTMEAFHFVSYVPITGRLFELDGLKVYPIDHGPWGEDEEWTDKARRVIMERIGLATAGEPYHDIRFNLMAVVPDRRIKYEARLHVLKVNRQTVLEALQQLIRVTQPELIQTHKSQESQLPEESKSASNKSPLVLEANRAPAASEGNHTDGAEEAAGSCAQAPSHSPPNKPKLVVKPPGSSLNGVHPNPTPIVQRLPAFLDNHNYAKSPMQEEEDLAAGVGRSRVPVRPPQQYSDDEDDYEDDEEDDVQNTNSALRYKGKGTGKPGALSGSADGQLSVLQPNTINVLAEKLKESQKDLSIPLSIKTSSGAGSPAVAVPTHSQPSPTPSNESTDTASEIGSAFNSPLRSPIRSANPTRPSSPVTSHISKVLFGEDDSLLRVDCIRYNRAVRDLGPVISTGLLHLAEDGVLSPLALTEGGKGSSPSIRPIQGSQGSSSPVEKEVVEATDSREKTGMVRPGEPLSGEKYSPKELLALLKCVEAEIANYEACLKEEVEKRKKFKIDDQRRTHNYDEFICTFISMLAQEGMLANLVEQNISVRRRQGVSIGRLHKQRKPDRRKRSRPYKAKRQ
HePTP inhibitor: blocks human HePTP tyrosine phosphatase | P35236 | recombinant HePTP phosphatase activity, OD absorbance | inhibition, % at 20 µM | 110,000 compounds, 0.64% hits; in the data active means inhibition above about 50%;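 further: plate controls were vehicle for no effect and reference inhibitor for full effect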
* marks the source's active call; other numbers are inactive results; & = joins results of further samples.

Start of the listing, in advance:
What do the screens show for `CC1C(=NO)C(C)C(c2ccc(Cl)cc2)NC1c1ccc(Cl)cc1` (stereo not drawn)?
HePTP inhibitor: 1

What do the screens show for `COc1c(Cl)cc(C(=O)Nc2cccnc2)cc1Cl`?
HePTP inhibitor: 0

Results, repeating the preview:
What do the screens show for `CC1C(=NO)C(C)C(c2ccc(Cl)cc2)NC1c1ccc(Cl)cc1` (stereo not drawn)?
HePTP inhibitor: 1

What do the screens show for `COc1c(Cl)cc(C(=O)Nc2cccnc2)cc1Cl`?
HePTP inhibitor: 0

How did COc1ccccc1CNc1nc2ccccc2n1CCN1CCCCC1 do in these assays?
BAP1 block: 115; HePTP inhibitor: 11

What do the screens show for `CNc1c([N+](=O)[O-])cnc2c1c(=N)nc1ccccn12`?
HePTP inhibitor: 2

How did CCCOC(=O)c1ccc(NC(=O)c2cc(Cl)c(OC)c(Cl)c2)cc1 do in these assays?
HePTP inhibitor: -2

Results for COc1cccc(C2NC(=O)NC(C)=C2C(=O)Nc2ccc(C)cc2)c1OC (stereo not drawn) ?
BAP1 block: 86; HePTP inhibitor: -3&-4

How did CCCNS(=O)(=O)c1ccc(C(=O)NCC2CCCO2)cc1 (stereo not drawn) do in these assays?
BAP1 block: 108; HePTP inhibitor: 13

Results for COC(=O)C1=C(C)NC2=C(C(=O)CCC2)C1c1ccc(OC)cc1OC (stereo not drawn) ?
HePTP inhibitor: -8

What do the screens show for `NS(=O)(=O)c1ccc(N=Cc2ccc[nH]2)cc1`?
HePTP inhibitor: 5

How did Cc1cc(/C=N/NC(=O)c2ccccn2)c(C)n1-c1cccc(Cl)c1 do in these assays?
HePTP inhibitor: 6

What do the screens show for `Cn1c(=O)c([N+](=O)[O-])c(NCCO)c2ccccc21`?
HePTP inhibitor: 10

What do the screens show for `O=C1N=c2ccc(Br)cc2=C1c1sc(=O)n(-c2ccc(O)cc2)c1O`?
HePTP inhibitor: 0

How did CCc1cc(=O)oc2cc(C)cc(OCC(=O)c3ccccc3)c12 do in these assays?
HePTP inhibitor: 7

How did Cc1ccc(N=Cc2ccccc2OCc2ccccc2)cc1C do in these assays?
HePTP inhibitor: -6

How did COc1cccc(C(=O)N/N=C(/C)c2cccc(NC(=O)c3ccc(Cl)cc3)c2)c1 do in these assays?
HePTP inhibitor: -12

Results for Cc1[nH]c2c(ccc3ccccc32)c(=O)c1CN1CCCCCC1 ?
BAP1 block: 395

How did N#CC1=C(N)SC(N)=C(C#N)C1c1ccc(Cl)cc1 do in these assays?
HePTP inhibitor: 11

Results for O=C(Nc1ccc(N2CCN(C(=O)c3ccccc3)CC2)cc1)c1ccc(Br)o1 ?
BAP1 block: 112; HePTP inhibitor: 3

Results for CC(=O)c1cccc(NC(=O)Nc2ccc(C(=O)N3CCOCC3)cc2)c1 ?
BAP1 block: 103; HePTP inhibitor: 1

Results for NC(=O)C1(N2CCCCC2)CCN(C(=O)c2ccccc2)CC1 ?
BAP1 block: 98; HePTP inhibitor: -6

Fetched one by one from above:
How did CCc1cc(=O)oc2cc(C)cc(OCC(=O)c3ccccc3)c12 do in these assays?
HePTP inhibitor: 7

How did Cc1ccc(N=Cc2ccccc2OCc2ccccc2)cc1C do in these assays?
HePTP inhibitor: -6

Other compounds follow:
Results for O=C(NN1C(=O)/C(=C/c2ccc(O)c([N+](=O)[O-])c2)SC1=S)c1ccccc1Cl ?
HePTP inhibitor: -1

What do the screens show for `COCCn1c(-c2ccc(OC)cc2)cnc1SCC(=O)Nc1cc(C)on1`?
BAP1 block: 88; HePTP inhibitor: 8

Results for COc1ccc(N/N=C(/C#N)C(=N)N2CCOCC2)cc1 ?
HePTP inhibitor: -5

What do the screens show for `CCOc1ccc(N(CC(=O)Nc2cc(C)cc(C)c2)S(C)(=O)=O)cc1`?
HePTP inhibitor: -12

What do the screens show for `CCOC(=O)N1CCN(C2CC(=O)N(c3cccc(Cl)c3)C2=O)CC1` (stereo not drawn)?
HePTP inhibitor: 4

How did O=C(N/N=C/c1c(O)ccc2ccccc12)c1cc(-c2cccs2)[nH]n1 do in these assays?
HePTP inhibitor: 13

How did Cc1nc2nc(COc3ccccc3)nn2c(C)c1Cl do in these assays?
BAP1 block: 115; HePTP inhibitor: -3

How did Cc1ccc(-c2nn3c(C)nnc3s2)cc1NC(=O)c1ccc(Br)o1 do in these assays?
BAP1 block: 93; HePTP inhibitor: 8

What do the screens show for `Cc1nonc1C(=O)N/N=C/c1ccc2c(c1)OCO2`?
HePTP inhibitor: 6

Results for COC(=O)c1cc2oc(C)cc2n1CC(=O)N1CCCc2ccccc21 ?
BAP1 block: 53; HePTP inhibitor: -4

What do the screens show for `COc1ccc(-c2noc(COc3ccccc3OC)n2)cc1OC`?
BAP1 block: 96; HePTP inhibitor: -12

How did CCN1CCN(CCNC(=O)c2ccc(CS(=O)(=O)c3c(Cl)cccc3Cl)o2)CC1 do in these assays?
BAP1 block: 101; HePTP inhibitor: 4

Results for O=[N+]([O-])c1cccc(CNC2CCCCC2)c1 ?
HePTP inhibitor: -21

How did COC(=O)C1C(c2ccccc2)C(C(=O)N2CCN(C)CC2)C1c1ccccc1 (stereo not drawn) do in these assays?
BAP1 block: 98; HePTP inhibitor: -12

What do the screens show for `C=CCN1C(=O)C2C(C(=O)NC)C3(C)C=CC2(O3)C1C(=O)NCc1ccc(OC)cc1` (stereo not drawn)?
HePTP inhibitor: -18

What do the screens show for `OCc1nc2ccccc2n1CCCOc1ccccc1`?
BAP1 block: 98; HePTP inhibitor: 12

What do the screens show for `COc1ccc(CNC(=O)C(c2ccco2)N(Cc2cccs2)C(=O)Cc2cccs2)cc1` (stereo not drawn)?
BAP1 block: 106; HePTP inhibitor: 13

How did N/C(=N\OC(=O)c1ccc(Cl)c([N+](=O)[O-])c1)c1ccccc1Cl do in these assays?
HePTP inhibitor: -7

What do the screens show for `COC(=O)C1=C(C)N(C)C(C)=C(C(=O)OC)C1c1ccc(C)c([N+](=O)[O-])c1`?
BAP1 block: 81; HePTP inhibitor: -1

Results for CC1(C)Cc2c(sc(/N=C/N3CCCCC3)c2C#N)C(C)(C)N1 ?
HePTP inhibitor: 0

Not a retest: four of the compounds above.
What do the screens show for `CCOc1ccc(N(CC(=O)Nc2cc(C)cc(C)c2)S(C)(=O)=O)cc1`?
HePTP inhibitor: -12

What do the screens show for `CCOC(=O)N1CCN(C2CC(=O)N(c3cccc(Cl)c3)C2=O)CC1` (stereo not drawn)?
HePTP inhibitor: 4

How did O=C(N/N=C/c1c(O)ccc2ccccc12)c1cc(-c2cccs2)[nH]n1 do in these assays?
HePTP inhibitor: 13

How did Cc1nc2nc(COc3ccccc3)nn2c(C)c1Cl do in these assays?
BAP1 block: 115; HePTP inhibitor: -3

Other results
How did CCCCOc1ccc(C(=O)NCc2ccc3c(c2)OCO3)cc1 do in these assays?
HePTP inhibitor: -6

How did COc1ccc2[nH]c(=O)c(CN(Cc3ccc(C)cc3)Cc3nnnn3CC3CCCO3)cc2c1 (stereo not drawn) do in these assays?
HePTP inhibitor: 3

Results for COc1ccc(-c2csc(NC(=O)C3CCCO3)n2)cc1 (stereo not drawn) ?
BAP1 block: 103; HePTP inhibitor: 11

Results for Cc1ccc(C(C)NC(=O)c2cc(C)oc2C)cc1 (stereo not drawn) ?
BAP1 block: 73; HePTP inhibitor: -4

What do the screens show for `O=C(NCc1ccc(Cl)cc1)c1ccc(C#Cc2ccccc2)cc1`?
HePTP inhibitor: -2

Results for COc1ccc(CNC(=O)CSc2nnc(-c3ccc(NC(C)=O)cc3)n2C)cc1 ?
BAP1 block: 109; HePTP inhibitor: 8

How did CC(=O)N1CCc2cc(S(=O)(=O)CCC(=O)N3CCN(C(=O)c4ccco4)CC3)ccc21 do in these assays?
BAP1 block: 100; HePTP inhibitor: 7

How did CN1CCN(C(=O)CCCN2C(=O)/C(=C/c3ccccc3)SC2=S)CC1 do in these assays?
HePTP inhibitor: -11

What do the screens show for `O=C(Nc1cc2c(cc1Cl)C(=O)c1ccccc1C2=O)c1ccco1`?
BAP1 block: 75

Results for COC(=O)CSc1nc2cc(Cl)ccc2c(=O)n1C1CCCC1 ?
BAP1 block: 87; HePTP inhibitor: 6

What do the screens show for `Cn1nc(-c2ccc(N3CCOCC3)c(NS(=O)(=O)c3ccccc3)c2)c2ccccc2c1=O`?
BAP1 block: 183; HePTP inhibitor: 6

Results for CC(=O)Nc1ccc(S(=O)(=O)N(C)c2ccc(O)cc2)cc1 ?
BAP1 block: 106; HePTP inhibitor: -1

Results for COc1ccc(NC2=NCCC(=O)N2Cc2cccs2)cc1 ?
BAP1 block: 97; HePTP inhibitor: 4

What do the screens show for `CC12c3ccccc3C(c3ccccc31)C1C(=O)NNC(=O)C12` (stereo not drawn)?
HePTP inhibitor: -2

How did COc1ccccc1CNC(=O)COC(=O)c1ccc(NC(N)=O)cc1 do in these assays?
HePTP inhibitor: -6

How did O=C(/C=C/c1ccccc1)Nc1ccc(O)c(-c2nc3ccccc3o2)c1 do in these assays?
HePTP inhibitor: 7

What do the screens show for `CCOc1ccc(OCC)c(C2C3CCCCC=C3C(C#N)=C(N)C2(C#N)C#N)c1` (stereo not drawn)?
HePTP inhibitor: 10

Results for Fc1ccc(NC(=S)Nc2ccc(Nc3ccccc3)cc2)cc1 ?
HePTP inhibitor: -8

Results for COc1ccccc1NC(=O)CN1CCCCC1 ?
BAP1 block: 108; HePTP inhibitor: 6

Results for CCOc1ccc(-n2nc3ccc(NC(=S)NC(=O)c4ccccc4Cl)cc3n2)cc1 ?
HePTP inhibitor: -3

Results for CCOC(=O)C1CCN(C(=O)CN(C)S(=O)(=O)c2cc(C)ccc2OC)CC1 ?
BAP1 block: 115; HePTP inhibitor: 11

How did O=C(NCc1ccco1)C(=O)Nc1ccc2c(c1)OCO2 do in these assays?
HePTP inhibitor: 3

What do the screens show for `Cc1cc2c(cc(C(=O)N3CCC(C(=O)NC4CCCC4)CC3)n2Cc2c(F)cccc2Cl)o1`?
BAP1 block: 81; HePTP inhibitor: 6

What do the screens show for `O=C(CSc1nnc(-c2cccs2)n1-c1ccccc1)c1ccc(F)cc1`?
HePTP inhibitor: -6

How did CCOc1ccc2c(C)c(Cl)c(=O)oc2c1 do in these assays?
HePTP inhibitor: -13

What do the screens show for `COc1ccc(N2CSC3=C(C#N)C(c4cc(OC)c(OC)cc4OC)CC(=O)N3C2)c(OC)c1` (stereo not drawn)?
BAP1 block: 108; HePTP inhibitor: 1

Results for COc1ccc(CCNC(=O)CCNS(=O)(=O)c2ccc3c(c2)CCN3C(C)=O)cc1OC ?
BAP1 block: 95; HePTP inhibitor: 6

What do the screens show for `O=C(c1ccco1)[C@@H]1[C@@H]2C(=O)N(c3ccc(F)cc3)C(=O)[C@@H]2C2c3ccccc3C=CN21` (stereo partly drawn)?
BAP1 block: 51; HePTP inhibitor: 2

What do the screens show for `CC1=NN(c2ccccc2)C(=O)/C1=C/c1ccc(-c2ccc(C(=O)O)cc2)o1`?
HePTP inhibitor: 5

What do the screens show for `COc1ccc(NC(=O)C(=O)N/N=C/c2ccc3c(c2)OCO3)cc1`?
HePTP inhibitor: -17

Results for CN1C(=O)/C(=C\c2ccc(OC(=O)c3cccc(Br)c3)cc2)SC1=S ?
HePTP inhibitor: 9

Results for COc1cc(C(=O)Nc2ccc(C)c(Cl)c2)cc(OC)c1OC ?
HePTP inhibitor: -7

How did CCn1c(COc2ccc(Cl)cc2)nnc1SCC(=O)Nc1ccc2c(c1)OCCO2 do in these assays?
BAP1 block: 80; HePTP inhibitor: 5

How did Cc1ccc(N2C(=O)CC(C(C)c3ccccc3)C2=O)c(Br)c1 (stereo not drawn) do in these assays?
HePTP inhibitor: 2

Results for N=c1c2c(-c3ccccc3)c(-c3ccccc3)n(Cc3ccco3)c2ncn1CCN1CCOCC1 ?
BAP1 block: 101; HePTP inhibitor: 11

What do the screens show for `CC1CCN(CCCNC(=O)c2n[nH]c(=O)c3ccccc23)CC1`?
BAP1 block: 90; HePTP inhibitor: 0

What do the screens show for `CCOC(=O)c1c(NC(=O)C2CCCO2)sc(C(=O)N(CC)CC)c1C` (stereo not drawn)?
HePTP inhibitor: -3

How did O=C(Nc1cccc(C(=O)N2CCOCC2)c1)c1ncn[nH]1 do in these assays?
BAP1 block: 68; HePTP inhibitor: -4

How did COc1ccccc1/C=N/N=C1/NC(=O)C(Cc2ccc(Cl)cc2Cl)S1 (stereo not drawn) do in these assays?
HePTP inhibitor: -1

Results for O=C(O)COc1ccc(-c2nnn(Cc3ccccc3F)n2)cc1 ?
BAP1 block: 106; HePTP inhibitor: 6

What do the screens show for `CCOc1ccc(NC(=O)c2ccc(OC)c(OC)c2)c([N+](=O)[O-])c1`?
HePTP inhibitor: -7

How did CCn1nnnc1SCC(=O)N1CCOCC1 do in these assays?
BAP1 block: 106; HePTP inhibitor: 12

How did O=C1NC(=S)S/C1=C1\Sc2ccccc2N1CCCS(=O)(=O)O do in these assays?
BAP1 block: 65; HePTP inhibitor: 1

How did O=C(Nc1ccccc1)NC1(C(=O)NCc2ccco2)CCCCC1 do in these assays?
BAP1 block: 93; HePTP inhibitor: 6

Results for O=C(CCc1ccccc1)Nc1nc2ccc(S(=O)(=O)N3CCOCC3)cc2s1 ?
HePTP inhibitor: 14

Screening data as filed in PubChem.
